PostGolgi yeast: growth inhibition of a yeast mutant, post-Golgi transport screen | AID 739 | hit rate 0.9% among 98,000 | inhibition, % at 10 µM | post-Golgi transport phenotypic cell assay; in the data active = inhibition above about 30%;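 note: yeast cells grown in 1536-well plates; yeast grown about 18 h at 30C before absorbance read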
EphB4 ephrin blk: antagonists of human EphB4-ephrin-B2 interaction; inhibition, % at 7 µM; EphB4 LBD / TNYL-RAW-Alexa532 peptide, fluorescence polarization; hit rate 0.15% among 97,000; P54760;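 active = inhibition above the screen-wide mean inhibition plus 3 SD, cut at about 15% in these data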;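 note: 0% = DMSO wells and 100% = excess unlabeled TNYL-RAW peptide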
PLAP act: activators of human placental alkaline phosphatase | purified PLAP enzyme, luminescent substrate read-out; active compounds read high | activation fold at 20 µM | hit rate 1.2% among 96,000 | AID 696; in the data active = activation fold above about 2
Pyk2 oligo antag: antagonists of human Pyk2 oligomerization | Q293 cells, Pyk2 FERM NanoBiT luminescence; active compounds read low | z-score (the deposit names both 25 µM and 10 µM) | hit rate 0.83% among 99,000;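 active = Z-score of -3 or lower, scaled per plate to the spread of control and sample wells; inactive = z-score above -3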;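 note: negative z-score means lost luminescence so less FERM oligomerization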
Target sequence (Q14289 whole entry, looked up): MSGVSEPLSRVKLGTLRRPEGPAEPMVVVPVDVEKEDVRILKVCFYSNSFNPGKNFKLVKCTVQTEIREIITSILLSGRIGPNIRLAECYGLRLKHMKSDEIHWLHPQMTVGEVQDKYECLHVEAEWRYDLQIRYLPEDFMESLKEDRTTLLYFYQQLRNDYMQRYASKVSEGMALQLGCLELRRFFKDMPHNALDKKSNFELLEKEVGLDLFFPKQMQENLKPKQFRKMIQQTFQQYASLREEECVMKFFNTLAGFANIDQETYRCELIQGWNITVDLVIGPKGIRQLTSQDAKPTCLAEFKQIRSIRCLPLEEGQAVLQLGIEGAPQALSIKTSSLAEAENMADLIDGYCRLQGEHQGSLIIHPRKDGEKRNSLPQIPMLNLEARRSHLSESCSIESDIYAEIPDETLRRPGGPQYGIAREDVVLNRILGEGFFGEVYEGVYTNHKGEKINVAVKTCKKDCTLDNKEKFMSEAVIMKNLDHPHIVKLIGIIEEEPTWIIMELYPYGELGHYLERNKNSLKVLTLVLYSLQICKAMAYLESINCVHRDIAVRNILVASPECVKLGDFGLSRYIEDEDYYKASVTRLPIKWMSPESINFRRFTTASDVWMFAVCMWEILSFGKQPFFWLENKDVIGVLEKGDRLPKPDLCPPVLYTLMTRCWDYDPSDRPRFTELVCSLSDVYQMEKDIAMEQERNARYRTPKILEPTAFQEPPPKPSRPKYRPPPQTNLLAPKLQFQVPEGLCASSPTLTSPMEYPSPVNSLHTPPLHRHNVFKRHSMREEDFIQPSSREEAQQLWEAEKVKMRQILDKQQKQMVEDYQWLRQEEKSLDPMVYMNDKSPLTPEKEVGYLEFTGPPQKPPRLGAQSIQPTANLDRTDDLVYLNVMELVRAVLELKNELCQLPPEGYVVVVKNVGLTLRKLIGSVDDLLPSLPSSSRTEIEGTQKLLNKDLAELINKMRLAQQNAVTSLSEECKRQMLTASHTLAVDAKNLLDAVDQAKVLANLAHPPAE
CYP2C9 activ: CYP2C9 (human) activation | P11712 | recombinant CYP2C9, luciferin-H conversion, luminescence; active compounds read high; factor 1 = untreated enzyme, 0 = blocked | activation factor at 5 µM | hit rate 1.4% among 96,000 | AID 1024;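 active = activation factor of 2 or more for CYP2C9 at a 5 µM dose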;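 note: 0 = sulfaphenazole-blocked wells and 1 = vehicle-only wells; values of inactives mirror those of a sister screen read the other way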
CYP2C19 inh: blocks human cytochrome P450 2C19 | P33261 | CYP2C19 Supersomes, luciferin-H EGE luminescence, 30 min | inhibition, % at 5 µM | hit rate 21% among 96,000;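 active = CYP2C19 inhibition above a set limit at 5 µM in the primary screen, cut at about 50% in these data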;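 note: plate controls were negative control wells for no effect and 2.5 mM tranylcypromine positive control for full effect; values of inactives mirror those of a sister screen read the other way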
CYP2C19 activ: activators of human cytochrome P450 2C19; 96,000 tested, under 10 active; P33261; recombinant CYP2C19, luciferin-H EGE luminescence; active compounds read high; 0 = fully inhibited enzyme, 1 = untreated enzyme; activation factor at 5 µM;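 active = activation factor of at least 2 at 5 µM in the primary screen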;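 note: 0 = wells with 2.5 mM tranylcypromine and 1 = vehicle-only wells; values of inactives mirror those of a sister screen read the other way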
Ecoli WT expand: blocks growth of wild type E. coli BW25113. hit rate 0.15% among 98,000. OD600 absorbance. growth inhibition, % at 100 µM;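 active = growth inhibition above about 50% at one test dose, limit read from the data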;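 note: growth measured after 20 h incubation at 37 °C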
CYP2C9 inhib: human CYP2C9 inhibition; P11712; CYP2C9 Supersomes, luciferin-H conversion, luminescence; inhibition, % at 5 µM; hit rate 20% among 96,000; AID 777;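 active = blocking of liver enzyme CYP2C9 beyond about 50% at 5 µM, limit read from the data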; note: values of inactives mirror those of a sister screen read the other way
* = called active by the depositor; · = no result given.

SMILES	PostGolgi yeast	EphB4 ephrin blk	PLAP act	Pyk2 oligo antag	CYP2C9 activ	CYP2C19 inh	CYP2C19 activ	Ecoli WT expand	CYP2C9 inhib
Cc1ccc(-c2c(C#N)c(N)n3c(nc4ccccc43)c2C#N)cc1	4	2	1.2	-4*	0.4	12	0.9	-5	64*
COc1ccc(N(C(=O)Cn2nnc3ccccc32)C2(C(=O)NC3CCCC3)CCCCC2)cc1	-6	-1	1.3	-0.41	0.8	10	0.9	-14	16
COC(=O)c1cc(NC(=O)CN2C(=O)CSC2=O)ccc1Cl	1	5	1.8	-0.39	0.3	38	0.6	3	69*
CCn1c(SCC(=O)NCc2ccccc2)nnc1-c1ccccc1O	-5	0	1.1	0.14	0.5	57*	0.4	6	52*
O=C(NC12CC3CC(CC(C3)C1)C2)N1CCN(S(=O)(=O)c2ccc(Cl)cc2)CC1	-1	0	0.9	4.8	0.9	-4	1	-8	5
Cc1ccc(C)c(OCc2nc(-c3cccnc3)no2)c1	-5	1	0.9	0.46	0.7	90*	0.1	5	31
CCCCn1c(SCC(=O)NC(=O)NCc2ccco2)nc2cc(S(N)(=O)=O)ccc21	5	-4	1.4	0.74	0.8	8	0.9	-9	17
CCN(CC)S(=O)(=O)c1cccc(-c2nnc(SCC#N)n2Cc2ccccc2)c1	-4	·	1.6	-0.16	0.8	23	0.8	8	18
CCOC(=O)CNC(=O)c1ccc2[nH]c3c(c2c1)CCCC3	4	8	0.9	-0.05	0.7	24	0.8	-4	34
CC(=O)c1ccc(NC(=O)CSc2nnc(Cc3cccn3C)n2-c2ccc(F)cc2)cc1	-6	2	1.7	·	0.8	7	0.9	4	16
COCCCn1c2nc3ccccc3nc2c2c(=O)n(CC3CCCO3)cnc21 (stereo not drawn)	8	-2	1.3	-0.16	0.9	-5	1	-4	10
O=C(Cc1ccc(Cl)cc1)Nc1ccc(-c2nnc(-c3ccco3)o2)cc1	31*	-8	0.9	-0.39	0.2	55*	0.5	-3	76*
Cc1cc(C)c2c(c1)OC(O)(C(F)F)CC2=O (stereo not drawn)	-5	6	1.1	-0.17	1.4	88*	0.1	2	-43
COC(=O)c1ccc(N2CCC(C)CC2)c(N)c1	2	-5	0.9	-0.56	0.5	60*	0.4	-9	48
c1ccc2c(c1)OCC(c1nn3cnnc3s1)O2 (stereo not drawn)	-1	·	1	-0.15	0.9	75*	0.3	2	7
NC(=O)C1CCN(C(=O)CN2C(=O)c3ccccc3S2(=O)=O)CC1	4	-9	1	0.8	1.2	-12	1.1	0	-20
N=c1n(CCO)c2ccccc2n1Cc1ccccc1Cl	-23	0	0.9	0.92	1	12	0.9	9	2
Cc1ccc(C(C)C)c(OCC(O)CN2CCOCC2)c1 (stereo not drawn)	0	-2	1.1	1.1	1.3	20	0.8	2	-28
CC(=O)c1cc2c(cc1NC(=O)CSc1nnc(C)s1)OCO2	6	2	0.9	0.62	1.1	9	0.9	3	-9
N#CCCN1CCN(C(=S)c2ccc(-c3ccc(Cl)c(Cl)c3)o2)CC1	8	-4	1.6	1.4	0.4	47	0.5	-33	61*
CCOC(=O)CSc1nnc(CSc2nc3sc4c(c3c(=O)[nH]2)CCC4)n1-c1ccccc1	3	-8	2*	-1.1	0.4	27	0.7	-7	57*
COc1ccc(NS(=O)(=O)c2ccc(OC)c(N(C)S(=O)(=O)c3ccc(Cl)cc3)c2)cc1	2	-3	1.3	-2.6	0.4	33	0.7	-10	61*
COc1ccc(N(CC(=O)NC2CCCCC2)C(=O)CCCC(=O)Nc2ccccn2)c(OC)c1	-2	·	1.5	-0.79	0.6	27	0.7	-2	41
O=C(NCc1ccco1)Nc1ccc2nsnc2c1	-6	-3	0.8	0.17	0.6	4	1	21	40
Cn1cccc1P(=O)(c1cccn1C)c1cccn1C	-2	2	1.2	0.65	1.1	-8	1.1	-4	-15
Nc1cc(=O)[nH]c(SCC(=O)Nc2ccc(S(=O)(=O)N3CCOCC3)cc2)n1	-2	-1	1	0.04	0.9	-2	1	-1	10
COc1ccc(N/C=C/C(=O)c2ccc(Oc3ncccn3)cc2)cc1	-4	6	1	-0.89	0.9	11	0.9	-9	10
COc1ccc(C(C#N)N2N=C(C)CC2(C)C)cc1 (stereo not drawn)	1	6	0.9	0.19	1	-6	1.1	6	-2
O=C1CC(c2nc3ccccc3[nH]2)CN1Cc1ccccc1 (stereo not drawn)	3	2	0.8	·	1	38	0.6	5	-4
CSCc1nnc(NC(=O)c2ccc(S(=O)(=O)N(CC(C)C)CC(C)C)cc2)o1	-5	3	1.6	·	1.1	27	0.7	3	-5
CC(C)(C)C(=O)NC1=NCCS1	3	-5	1.1	-0.36	0.9	1	1	2	6
COc1ccc(NC(=O)Cn2nc3n(c2=S)CCC3)cc1	0	-8	0.9	0.32	0.9	8	0.9	4	7
O=C(O)CC1Sc2nc3ccccc3n2C1=O (stereo not drawn)	1	-3	1	0.01	1	0	1	7	-5
c1ccc2cc(-c3cc4ccccn4c3)ccc2c1	-10	6	0.9	1.4	0.9	9	0.9	-1	13
COc1ccc(CCNc2nc(-c3sc(C)nc3C)cs2)cc1OC	-2	4	1.8	0.14	0.8	27	0.7	-8	22
O=C(NCCN1CCN(Cc2ccccc2)CC1)C1c2ccccc2C(=O)N2CCc3ccccc3C12 (stereo not drawn)	9	0	1.5	0.06	1	-1	1	-1	-5
CCCCOc1ccc(N2C(=O)CC(N(O)c3ccccc3)C2=O)cc1 (stereo not drawn)	-6	-4	1	0.38	1.1	-12	1.1	-11	-5
O=C(NCCCN1CCOCC1)C1COc2ccccc2O1 (stereo not drawn)	3	1	1.1	0.91	1.1	29	0.7	-9	-8
CCC(C)(C)n1nnnc1C(c1cc2ccc(OC)cc2[nH]c1=O)N1CCN(C2CCCCC2)CC1 (stereo not drawn)	0	5	1.6	0.56	0.9	-3	1	7	6
N#Cc1nc(-c2ccc(Cl)cc2)oc1NCc1ccco1	3	3	0.8	-0.71	0.1	14	0.9	2	85*

Complete entries, looked up by structure.
CCn1c(SCC(=O)NCc2ccccc2)nnc1-c1ccccc1O is listed as PostGolgi yeast: -5; EphB4 ephrin blk: 0; PLAP act: 1.1; Pyk2 oligo antag: 0.14; CYP2C9 activ: 0.5; CYP2C19 inh: 57*; CYP2C19 activ: 0.4; Ecoli WT expand: 6; CYP2C9 inhib: 52*
CCCCOc1ccc(N2C(=O)CC(N(O)c3ccccc3)C2=O)cc1 (stereo not drawn) is listed as PostGolgi yeast: -6; EphB4 ephrin blk: -4; PLAP act: 1; Pyk2 oligo antag: 0.38; CYP2C9 activ: 1.1; CYP2C19 inh: -12; CYP2C19 activ: 1.1; Ecoli WT expand: -11; CYP2C9 inhib: -5
COC(=O)c1ccc(N2CCC(C)CC2)c(N)c1 is listed as PostGolgi yeast: 2; EphB4 ephrin blk: -5; PLAP act: 0.9; Pyk2 oligo antag: -0.56; CYP2C9 activ: 0.5; CYP2C19 inh: 60*; CYP2C19 activ: 0.4; Ecoli WT expand: -9; CYP2C9 inhib: 48

Going on with the list:
SMILES	PostGolgi yeast	EphB4 ephrin blk	PLAP act	Pyk2 oligo antag	CYP2C9 activ	CYP2C19 inh	CYP2C19 activ	Ecoli WT expand	CYP2C9 inhib
Cn1c(SCC(=O)N2CCOCC2)nnc1-c1ccc(NC(=O)c2ccccc2F)cc1	3	-9	1.1	0.61	0.9	3	1	6	13
O=C(O)CC(c1ccccc1)n1cccc1 (stereo not drawn)	-9	-3	1	-0.37	0.8	-11	1.1	2	18
COc1ccc(S(=O)(=O)Cc2ccc(C(=O)N3CCc4ccccc4C3)o2)cc1	7	1	1.7	·	0.5	89*	0.1	-9	53*
Cn1c(NC(=O)c2ccc(C(C)(C)C)cc2)cc(=O)n(C)c1=O	5	·	1	·	0.9	2	1	1	7
O=C(Nc1ccc([N+](=O)[O-])cc1)C1C(c2ccccc2)=C1c1ccccc1	-2	1	1	-0.95	1	-4	1	-21	4
CCC1Oc2ccccc2N(Cc2ccccc2C)C1=O (stereo not drawn)	-4	0	0.9	-1.1	0.8	33	0.7	-3	17
COC(=O)c1ccccc1NC(=O)CSc1nnc(CNS(=O)(=O)c2ccc(C)cc2)n1C	14	6	1.1	0.39	0.1	52*	0.5	0	94*
CCOc1cc2[nH]c(=S)n(Cc3ccc(C(=O)NCC(OC)OC)cc3)c(=O)c2cc1OCC	14	10	1	-0.43	1.1	-16	1.2	-11	-10
O=C(Nc1ccc2c(c1)CCC2)c1ccc(Br)o1	23	-4	0.7	-0.36	1.2	76*	0.2	12	-18
CCC(C)C(=O)Nc1cc(C(=O)OC)cc(C(=O)OC)c1 (stereo not drawn)	-2	6	0.9	-1.7	0.4	22	0.8	5	61*
Cn1c(=O)n(CCOc2ccccc2Cl)c2ccccc21	-4	0	1.7	-0.99	0.1	96*	0	13	86*
COc1cc2c(c(O)c1OC)C(=O)C(OC)CCC2 (stereo not drawn)	0	1	1	0.59	0.9	4	1	10	7
Cc1nn(C)c(C)c1S(=O)(=O)Nc1ccc2c(c1)OCO2	6	-2	0.9	0.63	1	81*	0.2	3	4
CCOC(=O)C1CCCN(C(=O)C2CCN(S(=O)(=O)c3cnc[nH]3)CC2)C1 (stereo not drawn)	2	·	1	0.2	0.1	-2	1	-4	87*
Cc1sc(NC(=O)c2ccccc2)c(C(=O)NC(C)C)c1C	1	2	0.9	0.92	0.5	5	0.9	-8	53*
Nc1ccc2oc(=O)c3ccccc3c2c1	13	9	1.1	0.9	0.8	59*	0.4	21	24
Cc1ccc(NC(=O)CSCC#N)cc1	6	-3	0.9	-0.76	0.8	9	0.9	4	22
CCC1=NN2C(=N)/C(=C\c3ccc(SCc4ccco4)o3)C(=O)N=C2S1	4	0	1.2	0.41	0.8	-6	1.1	-17	17
Cc1cc(C)n(-c2ccc(Cl)c(C(=O)OCC(N)=O)n2)n1	2	2	1	1.9	1	-15	1.2	1	1
CCCn1nnnc1SCC(=O)NCc1ccc2c(c1)OCO2	20	2	0.9	0.69	0.5	66*	0.3	14	53*
Cn1c(=NC(=O)CSCC(=O)N2CCOCC2)sc2ccccc21	17	0	1	0.72	1.1	47	0.5	0	-13
CCCCn1c(SCC(=O)Nc2cc(C)[nH]n2)nc2ccsc2c1=O	4	-1	1.1	-1.5	0.3	28	0.7	-7	72*
CCOC(=O)C(C)Sc1ncnc2c1nnn2-c1ccc(F)cc1 (stereo not drawn)	6	-2	0.9	0.05	0.9	9	0.9	6	14
COc1ccc(OC)c(NC(=O)Cn2c(CCC(=O)O)ccc2-c2cccs2)c1	0	6	1.6	0.33	0.9	-16	1.2	0	10
CCCCOC(=O)c1ccc(-c2ccc(/C=N/NC(=S)NCC)o2)cc1	-10	1	1	-0.96	0.8	14	0.9	-3	24
CCOC(=O)CSc1nnc(Cn2nnc(-c3ccccc3)n2)n1CC	1	0	0.9	-0.56	1	-1	1	4	-2
C[n+]1ccc(/C=C/c2ccc(Br)cc2)cc1	-3	-2	0.7	-0.23	0.9	-5	1	43	6
CCOCCCNCc1ccc(OC)c(OC)c1	1	1	1.2	0.27	0.4	8	0.9	1	61*
CCC(=O)N1CCN(c2ccc(NC(=O)COc3ccccc3Cl)cc2)CC1	-1	1	1.6	-0.8	0.3	81*	0.2	8	71*
Cc1cccc(OCC(=O)Nc2sc3c(c2C#N)CCC3)c1	9	-3	1	-1	0.5	-2	1	-4	49
COc1cccc(C2=NOC(C(=O)Nc3ccc(OC)c(OC)c3)C2)c1 (stereo not drawn)	4	-2	1	2.3	1.1	13	0.9	-1	-12
CCOC(=O)C1=C(C)N=c2s/c(=C/c3ccccc3)c(=O)n2C1c1ccc(OC)c(OC)c1 (stereo not drawn)	-5	-1	1	-1.2	0.6	38	0.6	-19	44
O=c1ccsn1Cc1ccccc1	0	1	0.9	-0.41	0.6	-7	1.1	100*	38
CCCCCc1c(C)nc(SCC(=O)O)[nH]c1=O	4	-11	1.3	1.1	1.1	-12	1.1	8	-8

Bioassay records (PubChem BioAssay)
